# KAT2A inh – GCN5L2 (KAT2A) acetyltransferase inhibition | Q92830 | GCN5L2 HAT assay, ThioGlo1 CoA-SH fluorescence | Potency, µM (series often up to 58.9 µM), for the others: top-dose activity change, negative = inhibition, actives largely listed as inhibitors | hit rate 0.21% among 390,000
# Target sequence (Q92830 whole entry, looked up): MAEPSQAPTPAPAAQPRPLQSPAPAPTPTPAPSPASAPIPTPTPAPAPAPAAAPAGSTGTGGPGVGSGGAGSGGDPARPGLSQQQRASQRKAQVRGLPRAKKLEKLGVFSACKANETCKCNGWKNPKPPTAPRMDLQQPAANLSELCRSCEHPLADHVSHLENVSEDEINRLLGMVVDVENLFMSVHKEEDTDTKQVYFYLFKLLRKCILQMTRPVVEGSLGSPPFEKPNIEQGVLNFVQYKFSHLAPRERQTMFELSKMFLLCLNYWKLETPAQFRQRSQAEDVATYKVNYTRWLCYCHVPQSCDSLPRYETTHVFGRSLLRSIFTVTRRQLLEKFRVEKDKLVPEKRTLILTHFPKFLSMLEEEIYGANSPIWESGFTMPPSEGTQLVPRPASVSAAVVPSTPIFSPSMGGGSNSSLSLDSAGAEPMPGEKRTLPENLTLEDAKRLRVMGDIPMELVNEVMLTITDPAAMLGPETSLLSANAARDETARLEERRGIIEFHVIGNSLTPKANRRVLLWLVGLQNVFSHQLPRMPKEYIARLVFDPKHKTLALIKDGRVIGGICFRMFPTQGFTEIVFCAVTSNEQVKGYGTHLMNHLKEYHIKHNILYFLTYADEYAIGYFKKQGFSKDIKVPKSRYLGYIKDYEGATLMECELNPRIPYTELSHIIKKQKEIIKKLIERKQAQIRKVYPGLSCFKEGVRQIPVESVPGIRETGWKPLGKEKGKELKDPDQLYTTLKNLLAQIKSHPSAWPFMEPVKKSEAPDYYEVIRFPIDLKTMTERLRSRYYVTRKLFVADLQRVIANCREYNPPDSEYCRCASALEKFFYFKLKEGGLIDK
#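 Compounds, pin-transferred from DMSO stocks, meet 20nM GCN5L2 for 15 min before the reaction begins with H3(1-25) peptide (75uM) and acetyl-CoA (70uM). Thiol-reactive ThioGlo1 reports CoA release over 20 min at room temperature.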
# TDP1 cell noCPT – qHTS for Inhibitors of human tyrosyl-DNA phosphodiesterase 1 (TDP1): qHTS in cells in absence of CPT; AID 686978, 2013; DT40 Tdp1-/- hTDP1 cells, no CPT, ATP luminescence, 48 h; hit rate 15% among 420,000; Potency, µM (titrated, usually from 46.2 µM), for the others: at the top dose activity change, negative = growth inhibition, actives largely listed as inhibitors; note: nearly all actives have a fitted effect of over 55% in size
#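 Chicken DT40 Tdp1-/- cells complemented with human TDP1, screened without camptothecin (DMSO vehicle only), 400 cells/well. Compounds pin-transferred, cells incubated at 37 °C for at least 48 hr. Growth read as ATP-dependent luminescence (CellTiter-Glo, 30 min at RT).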
# TDP1 cell CPT – growth inhibition of DT40 Tdp1-/-;hTDP1 cells with camptothecin (screen for TDP1 inhibitors); hit rate 12% among 420,000; chicken DT40 Tdp1-/-;hTDP1 cells + 20 nM CPT, ATP luminescence, 48 h; Potency, µM (top dose mostly 46.2 µM), for inactives: at the top dose activity change, negative = growth inhibition, actives largely listed as inhibitors; note: nearly all actives have a fitted effect of over 55% in size
#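 Cell growth measured by CellTiter-Glo luminescence after a minimum 48 h, 37 C compound exposure with 20 nM CPT in Tdp1-knockout DT40 cells stably expressing hTDP1, seeded 400/well; qHTS titration format.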
# An asterisk follows results filed as active; ? = inconclusive; . = no result given; & = joins results of further samples. Calls come from the whole dose curve; as a rule, active = well fitted curve in the direction sought with a large enough effect; inconclusive = small, poorly fitted or top-dose-only effect, or another doubt; inactive = no such curve, though single readings can be large; an effect the other way counts as inactive or inconclusive. % is set by controls: 0 for no effect and ±100 for the full control effect; potency is the fitted concentration of half-maximal effect.
SMILES,KAT2A inh,TDP1 cell noCPT,TDP1 cell CPT
Cc1ccc(CN2C(=O)CC(c3ccc(Cl)cc3)c3c(C)nn(-c4nc(C)cc(C)n4)c32)cc1 (stereo not given),-7%,21µM*,?
CCOC(=O)c1ccc(CN(Cc2ccccc2)S(=O)(=O)c2ccc(Cl)cc2)cc1,3%,?,?
O=C(C[n+]1cc(-c2ccc(Cl)c(Cl)c2)n2c1CCC2)OCc1ccccc1,0%,-14%,-13%
CC(=O)NCCC(=O)Nc1cc(S(=O)(=O)N2CCCCC2)ccc1N1CCCCC1,-3%,23µM*,?
O=C(C1=C[C@H](c2ccc(C(F)(F)F)cc2)C[C@H](OCc2ccc(CO)cc2)O1)N1CCN(Cc2ccccc2)CC1,0%,13µM*,23µM*
Cc1ccc(NC(=O)CSc2nc3[nH]ncc3c(=O)[nH]2)cc1Cl,-26%,-18%,?
O=S(=O)(NCC(c1ccco1)S(=O)(=O)c1cccs1)c1ccccc1 (stereo not given),-4%,-28%,?
CCOC(=O)N1CCN(S(=O)(=O)c2ccc(Br)cc2)CC1,-1%,2%,1%
Cn1c(-c2ccncc2)nc2cc(C(=O)N[C@H]3CCCCNC3=O)cc(NC(=O)C3CCC3)c21,.,?,-4%
O=C(CSC1=NS(=O)(=O)c2ccccc2N1)c1ccccc1,2%,-11%,-18%
O=C1c2ccccc2S(=O)(=O)N1CC(O)Cn1ccc2ccccc21 (stereo not given),.,?,?
COc1cccc(OC)c1C(=O)Nc1ccccc1N1CCCC1,3%,-21%,-13%
CCN1CCCC1CNCc1cc(OC)c(OC)c(OC)c1 (stereo not given),-3%,5%,0%
Cc1cc(C)c(C#N)c(N2CCN(c3ccccc3)CC2)n1,-12%,1%,-23%
CN(C)CCNc1ccc2nnn3c4ccc(O)cc4c(=O)c1c23,.,0.18µM*,0.18µM*
COCCNc1nc(Oc2cncc(Cl)c2)c2sccc2n1,.,?,?
N#Cc1nc(-c2ccc(OCc3ccc(Cl)cc3)cc2)oc1N1CCC(C(N)=O)CC1,-6%,-11%&-22%,-18%&6%
COC(=O)C1C(=O)OC(C)(C)C1C(C)C(=O)c1ccc(C)cc1C (stereo not given),-1%,?,2%
COc1cc2ccc(CC(=O)O)cc2cc1OC,.,-9%,2%
CC1CCc2sc(C(=O)NCCCn3ccnc3)cc2C1 (stereo not given),?,2%,-19%
CCOC(=O)C(C)On1c(SC(C)C(=O)OCC)nc2ccccc2c1=O (stereo not given),1%,-14%,-19%
CSCCC(NS(=O)(=O)c1ccc(C)cc1)C(=O)NC1CCCCCC1 (stereo not given),0%,21µM*,?
Cc1ccc(-c2cnc(C3CC3)o2)cc1S(=O)(=O)Nc1cccc(C#N)c1,-3%,5.8µM*,5.8µM*
COc1ccc(-n2c(=O)c3c4c(sc3n(Cc3ccc(F)cc3)c2=O)CN(C(C)=O)CC4)c(OC)c1,-11%,13µM*,21µM*
COc1ccccc1NC(=O)OC(C)c1ccc(Cl)cc1 (stereo not given),-7%,-21%,19%
SMILES,KAT2A inh,TDP1 cell noCPT,TDP1 cell CPT
CCCOc1ccc(C2c3c(-c4ccccc4O)n[nH]c3C(=O)N2Cc2ccncc2)cc1OCC (stereo not given),0%,-24%,23µM*
Cc1nn(Cc2cccc(C(=O)NCC(C)C)c2)c(C)c1Br,-6%,?,?
Cc1cccc(C)c1NC(=O)Cn1c(=O)n(CCCC(=O)NCc2ccco2)c(=O)c2sccc21,-2%,1%,-17%
Cc1ccc(S(=O)(=O)NC(=O)C2(C)CCN2C(=O)CCc2ccc(Cl)cc2Cl)cc1 (stereo not given),.,-6%,-14%
COc1ccc2[nH]c3c(Cl)ncnc3c2c1,-12%,?,7%
CCSC1=C(C#N)C(c2ccc(OC)c(OC)c2)CC(=O)N1 (stereo not given),-1%,-14%,30%
Fc1ccc(C2CCCN2Cc2nc(Cc3ccccc3F)no2)cc1 (stereo not given),-3%,-24%,-22%
CCN(CC)C(=O)CN(c1cc(Cl)ccc1OC)S(=O)(=O)c1ccc(C)c([N+](=O)[O-])c1,1%,?,-21%
OC1OC[C@@H](O)[C@H](O)[C@@H]1O (stereo not given in full),-11%,1%,-2%
CCCCCCCCNS(=O)(=O)CCNCc1ccccc1,.,?,?
COc1ccc(N=Cc2c(O)c3ccccc3n2C(C)=O)cc1,-9%,21µM*,?
O=C1CC(c2ccccc2)CC(O)=C1C=Nc1ccc(Cl)cc1 (stereo not given),-4%,-11%,-8%
Cc1cc(NC(=O)CN2C(=O)CSc3ccc(S(=O)(=O)N(C)C)cc32)ccc1Br,?,21µM*,?
COc1ccc(OC)c(NC(=O)Nc2nc(C(C)N)cs2)c1 (stereo not given),.,?,-29%
CC[C@@H](C)[C@@H]1CN([C@@H](C)CN2CCC[C@H]2CN2C(N)=NC[C@H]2CC(C)C)C(=N)N1CCc1ccc(Cl)c(Cl)c1,0%,?,?
N#Cc1ccccc1S(=O)(=O)N1CCN(Cc2c(O)ccc3ccccc23)CC1,-7%,1%,?
CCN(CC)c1ccc(/C=C(/C#N)c2nc3ccc(C)cc3[nH]2)c(OC(C)C)c1,-13%,21µM*,15µM*
Cn1c(Cc2ccccc2)nnc1SCC(=O)NC1CCCCC1,1%,?,-4%
Cn1c(=O)c2c(ncn2CC(=O)OCC(=O)Nc2ccccc2Cl)n(C)c1=O,-10%,8%,12%
COC(=O)[C@]12CCCCC=C1N(Cc1ccco1)C(=O)[C@H](CC(=O)NCc1ccc(OC)c(OC)c1)C2,.,?,?
FC(F)(F)c1cc(CCN2CCNC[C@@H]2Cc2ccccc2)cc(C(F)(F)F)c1,.,?,21µM*
CCC(CO)NCc1ccc(OCC(O)c2ccccc2)c(OC)c1 (stereo not given),-4%,13%,6%
CCOC(=O)c1csc(NC(C)=O)n1,-2%,-12%,-13%
CCc1nnc(SCC(=O)NC2CC2)n1CC,-2%,4%,-7%
Cc1ccc(-c2noc(CN(C)C(=O)c3ccoc3C)n2)cc1,-4%,?,?
SMILES,KAT2A inh,TDP1 cell noCPT,TDP1 cell CPT
CCCCC(=O)NC(c1ccccc1)c1ccc2cccnc2c1O (stereo not given),-3%,0.73µM*,0.58µM*
CCOc1ccc(S(=O)(=O)N(CC)CC)cc1NC(=O)c1ccc(N2CCCC2=O)cc1,-2%,?,?
COC(=O)CCCNC(=O)OCc1ccc([N+](=O)[O-])cc1,2%,1%,3%
COC(=O)c1ccc(C2C(C(=O)c3cc4ccccc4o3)=C(O)C(=O)N2CCCN(C)C)cc1 (stereo not given),-8%,1%,19%
O=CN1CCN(C(=S)NC(=O)c2ccc(Cl)cc2)CC1,?,18%,?
COc1cc(Br)cc2cc(C(=O)NCC3CCCO3)c(=O)oc12 (stereo not given),-1%,-3%,-1%
O=C(O)Cc1ccc(C(=O)c2ccccc2F)s1,-2%,0%,-9%
Cc1ccc(C(=O)C(OC(=O)CNC(=O)c2ccc(Cl)cc2)c2ccccc2)cc1 (stereo not given),-6%,-6%,-7%
CCn1c(SCC(=O)NCc2ccc3c(c2)OCO3)nnc1-c1cccs1,-8%,-36%,-5%
Cc1cc(C)cc(C(=O)NCCc2sc(-c3ccc(F)cc3)nc2C)c1,-16%,21µM*,13µM*
COc1ccc(S(=O)(=O)N(CCc2ccccc2)CC(=O)NC(C)C)cc1,-12%,-18%,-21%
S=C(Nc1ccccc1)Nc1ccc(Cl)cn1,1%,5.8µM*,23µM*
Cc1nc2ccc(NC(=O)NCCCO)cc2s1,1%,-12%,-4%
Cn1c(=O)[nH]c(=O)c2c1nc(Br)n2CCSc1nc2ccccc2o1,-5%,-15%,-28%
COc1ccc(NC(=O)CSCC(=O)Nc2ccc(S(=O)(=O)N3CCOCC3)cc2)cc1,-1%,1%,-20%
NC(Cc1ccc(F)cc1)c1csc(NC(=O)NC(c2ccccc2)c2ccccc2)n1 (stereo not given),.,13µM*,15µM*
Cc1cccn2c(CNC3CCCc4ccccc43)c(C(=O)N3CCCCC3)nc12 (stereo not given),0%,?,?
COc1ccc(S(=O)(=O)NCc2cccnc2)cc1OC,3%,-2%,12%
Cc1ccsc1/C=C1\Oc2cc(OCC(=O)c3ccccc3)ccc2C1=O,-9%,?,-20%
CCc1nnc(NC(=O)CSc2nnc(CNC(=O)c3cc(OC)c(OC)c(OC)c3)o2)s1,-4%,23%,5%
CCCCNC(=S)Nc1ccc([N+](=O)[O-])cc1,1%,23µM*,?
O=c1c2[nH]c3ccccc3c2ncn1Cc1cccnc1,-2%,-17%,-4%
O=C(Nc1cccc(F)c1)N1CC[C@@]2(CCCN(C(=O)c3ccncc3)C2)C1,5%,-7%,7%
O=C1NC(c2ccc(Br)cc2)Oc2ccccc21 (stereo not given),-2%,-6%,-14%
Cc1cc(C)c(-c2c(O)c3c(n(C)c2=O)CC(C)(C)CC3=O)c(C)c1,0%,-29%,?

# Whole records from above. Values in the order: KAT2A inh, TDP1 cell noCPT, TDP1 cell CPT
# Record of COc1ccc(S(=O)(=O)NCc2cccnc2)cc1OC : 3%, -2%, 12%
# Record of Cc1nc2ccc(NC(=O)NCCCO)cc2s1 : 1%, -12%, -4%
# Record of CCCCC(=O)NC(c1ccccc1)c1ccc2cccnc2c1O (stereo not given) : -3%, 0.73µM*, 0.58µM*
# Record of O=C(Nc1cccc(F)c1)N1CC[C@@]2(CCCN(C(=O)c3ccncc3)C2)C1 : 5%, -7%, 7%
# Record of O=CN1CCN(C(=S)NC(=O)c2ccc(Cl)cc2)CC1 : ?, 18%, ?

# The list continues:
SMILES,KAT2A inh,TDP1 cell noCPT,TDP1 cell CPT
O=S(=O)(NCC(c1ccco1)S(=O)(=O)c1ccccc1)c1cc(F)ccc1F (stereo not given),-15%,?,?
Cc1ccc(NC(=O)COc2ccc3oc4c(c3c2)CCCC4)nc1,-3%,8.2µM*,?
O=[N+]([O-])c1cccc(-c2nc(-c3cccs3)c(-c3cccs3)[nH]2)c1,-3%,21µM*,21µM*
Cc1ccc(SCC(=O)NNC(=O)CNC(=O)c2ccc(Br)cc2)cc1,-10%,?,-29%
COC(=O)CNC(=O)C1CCCN1C(=O)CNC(=O)OCc1ccccc1 (stereo not given),5%,-28%,-5%
CC(C)(C)C(=O)NC(=S)Nc1ccc(Cc2ccncc2)cc1,-1%,?,?
CCC(C)c1ccc(NC(=S)NCCn2cc(Br)cn2)cc1 (stereo not given),-11%,15µM*,21µM*
COC(=O)CNc1nc(Cl)nc(N2CCC(C)CC2)n1,0%,3%,-6%
COc1ccc2oc(C(=O)OC(C)C(=O)N3C(C)CCCC3C)c(C)c2c1 (stereo not given),-5%,21µM*,?
Cc1nc(-c2cccnc2)sc1C(=O)Nc1ccc(F)cc1F,-11%,-1%,-2%
CC(C(=O)NCc1ccccc1)N1C(=O)c2ccccc2C1=O (stereo not given),-5%,2%,5%
COc1ccc(NC(=O)CN2CCN(Cc3ccc4c(c3)OCO4)CC2)cc1OC,4%,-13%,-8%
COc1ccc(Cc2c(-c3ccc(OC)c(OC)c3)nc3c(C)cc(Br)cn23)c(C)c1,.,1.5µM*,1.2µM*

# Some of these compounds in order of count of non-hydrogen atoms, high to low.
SMILES,KAT2A inh,TDP1 cell noCPT,TDP1 cell CPT
COc1ccc(Cc2c(-c3ccc(OC)c(OC)c3)nc3c(C)cc(Br)cn23)c(C)c1,.,1.5µM*,1.2µM*
COC(=O)CNC(=O)C1CCCN1C(=O)CNC(=O)OCc1ccccc1 (stereo not given),5%,-28%,-5%
Cc1ccc(NC(=O)COc2ccc3oc4c(c3c2)CCCC4)nc1,-3%,8.2µM*,?
Cc1nc(-c2cccnc2)sc1C(=O)Nc1ccc(F)cc1F,-11%,-1%,-2%

# Five of the compounds above, with two lines to a compound:
# Order of values: KAT2A inh | TDP1 cell noCPT | TDP1 cell CPT
- Cc1ccc(NC(=O)COc2ccc3oc4c(c3c2)CCCC4)nc1
    -3% | 8.2µM* | ?
- O=[N+]([O-])c1cccc(-c2nc(-c3cccs3)c(-c3cccs3)[nH]2)c1
    -3% | 21µM* | 21µM*
- Cc1ccc(SCC(=O)NNC(=O)CNC(=O)c2ccc(Br)cc2)cc1
    -10% | ? | -29%
- COC(=O)CNC(=O)C1CCCN1C(=O)CNC(=O)OCc1ccccc1 (stereo not given)
    5% | -28% | -5%
- CC(C)(C)C(=O)NC(=S)Nc1ccc(Cc2ccncc2)cc1
    -1% | ? | ?
